12-LOX inh: ALOX12 (human) lipoxygenase inhibition | P18054 | Potency, µM (highest dose often 108 µM), for inactives: at the top dose activity change, negative = inhibition, actives largely listed as inhibitors | purified 12hLO, xylenol orange hydroperoxide absorbance | 1.1% of 580,000 active | AID 1671190; further: on the % scale 0 is the no-effect control and ±100 the full control effect
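Purified human 12hLO (150 nM final) in 25 mM Hepes, 0.01% Triton X-100, pH 7.0 was preincubated 15 min at room temperature with compound. Then 40 uM arachidonic acid was added, 30 min. Hydroperoxide was read by Fe-XO absorbance ratio 573/405 nm.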
JMJD2A Tudor inh: blocks the human JMJD2A Tudor domain; 4.4% of 390,000 active; O75164; Potency, µM (doses to about 114 µM), for the others: at the top dose activity change, negative = inhibition, actives largely listed as inhibitors; AID 504339; AlphaScreen JMJD2A-Tudor / H3K4me3 peptide binding; further: on the % scale 0 is the no-effect control and ±100 the full control effect; nearly all actives have a fitted effect of over 50% in size
ERG Ets-DNA blk: inhibitors of human ERG Ets domain-DNA interaction; fluorescence polarization, His-ERG Ets domain / labelled DNA; Potency, µM (highest dose often 76.9 µM), for inactives: at the highest dose FP activity, negative = inhibition, usual class: inhibitors; 0.028% of 370,000 active; AID 624246; active means well fitted inhibition curve with a large enough effect in the polarisation, with a control signal flat; inconclusive means small, poorly fitted or top-dose-only effect, or effect the other way, or a change in a side signal; inactive means no such curve, though single readings can be large or run the other way; the % refers to the polarisation;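 further: polarization taken with two DNA probes labelled with fluorescein and Texas red; % of control where 0% means no effect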
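His-tagged ERG Ets domain (1 uM in the protein solution; 300mM KCl, 50mM Tris-HCl, 1mM EDTA, 1mM DTT, pH 7.5) received compound, then a probe mix of 5 nM fluorescein-DNA and 100nM Texas-615-DNA. Fluorescence polarization was read for both dyes.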
GLS inhibitor: inhibitors of human glutaminase (GLS); GLS enzymatic activity, qHTS titration; Potency, µM (titrated, usually from 45.5 µM), inactives show at the top dose activity change, negative = inhibition, most hits filed as inhibitors; 0.21% of 410,000 active; further: on the % scale 0 is the no-effect control and ±100 the full control effect
Target sequence (O94925 whole entry, looked up): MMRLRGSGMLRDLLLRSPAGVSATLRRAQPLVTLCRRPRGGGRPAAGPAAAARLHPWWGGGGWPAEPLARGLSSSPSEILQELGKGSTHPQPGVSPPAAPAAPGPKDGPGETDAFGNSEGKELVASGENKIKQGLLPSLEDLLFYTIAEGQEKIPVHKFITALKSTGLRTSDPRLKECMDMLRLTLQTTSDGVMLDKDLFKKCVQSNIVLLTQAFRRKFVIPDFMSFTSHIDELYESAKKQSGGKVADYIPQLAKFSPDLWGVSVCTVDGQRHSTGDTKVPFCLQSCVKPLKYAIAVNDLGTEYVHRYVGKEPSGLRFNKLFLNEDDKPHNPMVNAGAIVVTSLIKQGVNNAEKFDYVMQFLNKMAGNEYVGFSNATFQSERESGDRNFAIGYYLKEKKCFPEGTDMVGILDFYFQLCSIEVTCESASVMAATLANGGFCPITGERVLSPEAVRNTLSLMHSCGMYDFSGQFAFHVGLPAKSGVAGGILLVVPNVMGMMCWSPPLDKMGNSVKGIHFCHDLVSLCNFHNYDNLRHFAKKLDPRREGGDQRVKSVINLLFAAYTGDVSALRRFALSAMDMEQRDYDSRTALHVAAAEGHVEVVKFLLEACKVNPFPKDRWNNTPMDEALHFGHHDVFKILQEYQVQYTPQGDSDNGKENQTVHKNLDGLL
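Assay buffer: 45 mM KH2PO4 pH 8.2, 0.02% Tween-20. hKGA acts on L-glutamine (1 mM solution added); product glutamate is reported by an oxidase/peroxidase Amplex Red coupling, with fluorescence taken at baseline and 30 min.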
RGS4 inhibitor: blocks human RGS4-accelerated GTP hydrolysis; Transcreener GDP fluorescence polarization, RGS4-accelerated GTP hydrolysis; 0.039% of 390,000 active; P49798; Potency, µM (highest dose often 114 µM), for inactives: at the highest dose activity change, negative = inhibition, actives largely listed as inhibitors; further: on the % scale 0 is the no-effect control and ±100 the full control effect; nearly all actives have a fitted effect of over 75% in size; some results filed as inactive show a strong effect at the top dose
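MLSMR compounds (23 nl, pin-transferred) preincubated 10 min at room temperature with a 500nM (2x) first reagent, then RGS4 at 900nM (2x) plus Transcreener GDP mix added; fluorescence polarization (620/688 nm) read before and after 90 min at 30 °C.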
Tb PGK inh: inhibitors of T. brucei phosphoglycerate kinase; P07378; PGK/GAPDH coupled, Kinase-Glo luminescence, 60 min; Potency, µM (highest dose often 57.5 µM), without a hit: at the highest dose activity change, negative = inhibition, most hits filed as inhibitors; 0.043% of 380,000 active; AID 602233; further: on the % scale 0 is the no-effect control and ±100 the full control effect; nearly all actives have a fitted effect of over 60% in size
Target sequence (P07378 whole entry, looked up): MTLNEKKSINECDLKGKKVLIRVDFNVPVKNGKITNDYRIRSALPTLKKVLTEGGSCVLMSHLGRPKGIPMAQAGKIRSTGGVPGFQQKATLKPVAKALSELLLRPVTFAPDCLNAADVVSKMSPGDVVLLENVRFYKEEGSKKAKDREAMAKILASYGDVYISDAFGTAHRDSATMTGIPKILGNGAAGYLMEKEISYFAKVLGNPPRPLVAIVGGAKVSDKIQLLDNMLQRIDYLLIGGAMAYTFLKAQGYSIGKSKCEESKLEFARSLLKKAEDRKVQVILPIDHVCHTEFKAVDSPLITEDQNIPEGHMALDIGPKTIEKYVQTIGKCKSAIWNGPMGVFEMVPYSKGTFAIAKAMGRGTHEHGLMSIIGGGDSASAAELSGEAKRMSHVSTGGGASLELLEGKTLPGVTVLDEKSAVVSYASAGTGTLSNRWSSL
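Recombinant glycosomal PGK reaction used 1,3-bisphosphoglycerate generated in-well by GAPDH (100nM final) in 100mM TEA pH 7.6, 5mM MgCl2, 0.01% Tween-20. After 60 minutes at room temperature, ATP was read by Kinase-Glo Plus luminescence end-point.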
TrxR1 inh: blocks rat thioredoxin reductase 1. O89049. recombinant rTrxR1, NADPH fluorescence consumption, selenite substrate. Potency, µM (highest dose often 114 µM), for the others: at the highest dose activity change, negative = inhibition, most hits filed as inhibitors. 1% of 390,000 active. AID 588453; further: on the % scale 0 is the no-effect control and ±100 the full control effect; nearly all actives have a fitted effect of over 65% in size
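Rat TrxR1 (90 nM in the dispensed reagent) was pre-reduced with 400 uM NADPH for 5 min at room temperature, then incubated with compound for 15 min. After 400 uM selenite was added, NADPH fluorescence (Ex 340/Em 450 nm) was followed for 8 min.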
Pin1 inhibitor: inhibitors of human Pin1 | Q13526 | Pin1 FP peptide displacement, HiFluor488, 10 min | Potency, µM (titrated, usually from 115 µM), inactives show top-dose activity, negative = inhibition, usual class: inhibitors | 0.009% of 390,000 active | AID 504891; active means well fitted inhibition curve with a large enough effect in the polarisation, with a control signal flat, not every such curve was filed as active; inconclusive means small, poorly fitted or top-dose-only effect, or effect the other way, or a change in a side signal; inactive means no such curve, though single readings can be large or run the other way; the % refers to the polarisation; further: on the % scale 0 is the no-effect control and ±100 the full control effect
HP1b chromo inh: HP1-beta chromodomain-methylated histone interaction inhibition. P83916. AlphaScreen HP1-beta / biotin-H3K9me3 peptide binding. Potency, µM (titrated, usually from 114 µM), without a hit: at the top dose activity change, negative = inhibition, actives largely listed as inhibitors. 0.56% of 390,000 active. AID 540317; further: nearly all actives have a fitted effect of over 70% in size; inactives centre near 23
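AlphaScreen: HP1-beta (50 nM) preformed 30 min with biotin-H3(1-18)K9me3 peptide (50 nM) in PBS pH 7.4, 0.01% Tween-20. Compound added for 30 min at RT, then streptavidin donor/nickel chelate acceptor beads (10 ug/mL) for 30 min.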
Numbers without * were called inactive; i = inactive; ? = inconclusive; nt = not tested or not shown; [ ] = dose if it differs, or a comment. Unless noted, the call rests on the fitted dose curve; in most records, active means well fitted curve in the direction sought with a large enough effect; inconclusive means small, poorly fitted or top-dose-only effect, or another doubt; inactive means no such curve, though single readings can be large; an effect the other way counts as inactive or inconclusive. Potency means the concentration at half of the fitted maximal effect. Only part of the results is shown, so the mix of outcomes need not match the whole.

SMILES	12-LOX inh	JMJD2A Tudor inh	ERG Ets-DNA blk	GLS inhibitor	RGS4 inhibitor	Tb PGK inh	TrxR1 inh	Pin1 inhibitor	HP1b chromo inh
CC(Sc1nnc(-c2ccncc2)n1-c1ccc(F)cc1)C(=O)NC1CC1 (stereo not given)	3%	7%	11%	0%	-20%	-9%	7%	2%	37%
Cn1c(Cc2cccs2)nnc1SCC(=O)Nc1ccc(C(N)=O)cc1	6%	-13%	1%	16%	1%	1%	3%	0%	23%
O=C(CSc1nnc2ccccn12)Nc1ccc2c(c1)OCO2	0%	-10%	-16%	-4%	-6%	-3%	7%	-2%	33%
COc1ccc(C2C(C(C)=O)=C(C)Nc3ncnn32)c(OC)c1OC (stereo not given)	5%	-6%	-12%	-5%	24%	3%	-11%[57.1 µM]	20%	12%
NC(=O)c1nsc(C(=O)N(c2cccc(F)c2)C(C(=O)NC2CCCC2)c2ccco2)c1N (stereo not given)	11%	2%	-4%	-1%	-13%	-6%	14%	-3%	21%
Cc1ccc(SC(C)c2nc(-c3cccnc3)no2)cc1 (stereo not given)	-10%	35%	0%	9%	14%	0%	6%	-1%	69%[activator]
O=C(c1c(Cl)nc2sccn12)N1CCN(c2cccc(Cl)c2)CC1	-83%	-26%	-2%	1%	-6%	-10%	-11%	-6%	32%
COc1ccc(-c2nc3cc(C)ccn3c2NC(=O)c2ccc(F)cc2)cc1	0%	-22%	-3%	2%	-7%	-1%	10%	1%	26%
COc1ccccc1C1CCN(C(=O)c2ccccc2)CC1	8%	2%	2%	1%	?	-8%	23%	-2%	30%
CC12CCC(=O)N1C(C(=O)Nc1cc(Cl)ccc1N1CCCC1)CS2 (stereo not given)	19%	-26%	nt	19%	18%	i	-1%	-5%	-3%
Cc1ccc(CNC(C)c2ccccc2)cc1 (stereo not given)	6%	-2%[57.1 µM]	5%	8%	-18%	i	5%	0%	28%
COc1ccc(OC)c(NC(=O)Nc2c(O)ccc3ccccc23)c1	?	?	6%	-6%	-44%	-9%	1%	11%	0%
CC1C/C(=N\NC(=O)CCc2ccc(S(=O)(=O)N3CCOCC3)cc2)CC(C)(C)C1 (stereo not given)	5%	-20%[57.1 µM]	0%	1%	23%	-3%	3%	-2%	34%
C=CC[C@H](CC(=O)NCCO)C(=O)NCCOC(=O)[C@@H](CC=C)CC(=O)OC(C)(C)C	1%	-9%	8%	2%	4%	10%	4%	9%	56%[activator]
COc1ccc(NC(=O)COC(=O)Cc2ccccc2[N+](=O)[O-])cc1OC	-2%	-10%	-13%	-1%	-16%	-3%	21%	-9%	42%[activator]
O=S(=O)(/C=C/c1cccc(Br)c1)N1CCOCC1	-27%	14%	10%	-23%	1%	-7%	-6%	-5%	26%
COc1ccc(CCNc2nncc(=O)[nH]2)cc1OC	11%	-8%	nt	12%	2%	-10%	1%	-1%	25%
Brc1ccc2ncnc(NCc3ccccc3)c2c1	0%	-4%	0%	3%	-6%	-2%	9%[57.1 µM]	-4%	39%
CCC(CC)NC(=O)COC(=O)CCC(=O)c1ccc(Cl)cc1	-3%	6%	-3%	-9%	-2%	i	0%[57.1 µM]	0%	54%[activator]
CCCC(=O)NC(C)c1nc2ccccc2[nH]1 (stereo not given)	4%	-12%	-3%	-2%	10%	7%	6%[57.1 µM]	-9%	49%[activator]
O=C(CN1C(=O)NC2(CCCCCCC2)C1=O)NCc1ccc(F)cc1	3%	-8%	-10%	-2%	-10%	0%	7%	-1%	44%[activator]
O=C(CSc1nnnn1-c1ccccc1)NCc1ccco1	0%	-17%	3%	6%	1%	2%	-1%[57.1 µM]	-7%	8%
O=c1[nH]c(=O)c2cc([N+](=O)[O-])cc([N+](=O)[O-])c2[nH]1	2%	-10%[57.1 µM]	-3%	11%	-30%	-3%	?	2%	49%[activator]
Cc1oc(-c2ccccc2F)nc1CS(=O)(=O)CC(=O)NC1CCCC1	16%	-17%	-4%	4%	14%	-10%	?	0%	14%
CC(C)(CO)CNC(=O)c1ccc(OC2CCN(C(=O)C3CC3)CC2)cc1	-24%	6%	?	-4%	-37%	i	10%	1%	38%

A stretch of the results above, for reference:
SMILES	12-LOX inh	JMJD2A Tudor inh	ERG Ets-DNA blk	GLS inhibitor	RGS4 inhibitor	Tb PGK inh	TrxR1 inh	Pin1 inhibitor	HP1b chromo inh
CC(Sc1nnc(-c2ccncc2)n1-c1ccc(F)cc1)C(=O)NC1CC1 (stereo not given)	3%	7%	11%	0%	-20%	-9%	7%	2%	37%
Cn1c(Cc2cccs2)nnc1SCC(=O)Nc1ccc(C(N)=O)cc1	6%	-13%	1%	16%	1%	1%	3%	0%	23%

Retrieved one by one from above (four):
SMILES	12-LOX inh	JMJD2A Tudor inh	ERG Ets-DNA blk	GLS inhibitor	RGS4 inhibitor	Tb PGK inh	TrxR1 inh	Pin1 inhibitor	HP1b chromo inh
CCC(CC)NC(=O)COC(=O)CCC(=O)c1ccc(Cl)cc1	-3%	6%	-3%	-9%	-2%	i	0%[57.1 µM]	0%	54%[activator]
CC1C/C(=N\NC(=O)CCc2ccc(S(=O)(=O)N3CCOCC3)cc2)CC(C)(C)C1 (stereo not given)	5%	-20%[57.1 µM]	0%	1%	23%	-3%	3%	-2%	34%
CCCC(=O)NC(C)c1nc2ccccc2[nH]1 (stereo not given)	4%	-12%	-3%	-2%	10%	7%	6%[57.1 µM]	-9%	49%[activator]
COc1ccccc1C1CCN(C(=O)c2ccccc2)CC1	8%	2%	2%	1%	?	-8%	23%	-2%	30%

Back to the main list with the three entries that preceded the break.
SMILES	12-LOX inh	JMJD2A Tudor inh	ERG Ets-DNA blk	GLS inhibitor	RGS4 inhibitor	Tb PGK inh	TrxR1 inh	Pin1 inhibitor	HP1b chromo inh
O=c1[nH]c(=O)c2cc([N+](=O)[O-])cc([N+](=O)[O-])c2[nH]1	2%	-10%[57.1 µM]	-3%	11%	-30%	-3%	?	2%	49%[activator]
Cc1oc(-c2ccccc2F)nc1CS(=O)(=O)CC(=O)NC1CCCC1	16%	-17%	-4%	4%	14%	-10%	?	0%	14%
CC(C)(CO)CNC(=O)c1ccc(OC2CCN(C(=O)C3CC3)CC2)cc1	-24%	6%	?	-4%	-37%	i	10%	1%	38%
COC(=O)C(NC(=O)C(NC(=O)c1ccccc1)C(C)C)C(C)C (stereo not given)	-18%	-7%	-4%	-1%	-31%	-5%	9%	4%	28%
Cc1nc2sccn2c1-c1nc(-c2cc3ccccc3o2)cs1	?	25µM*	-10%	-3%	?	-8%	13%	45%[activator]	-12%
Cc1ccc(C)c(S(=O)(=O)N2CCCC2CNC(=O)C(=O)NCC2CCCO2)c1 (stereo not given)	-14%	-4%	15%	-3%	-5%	-3%	3%[57.1 µM]	-7%	33%
O=C(NCc1ccccc1Cl)c1ccc2c(c1)nnn2C1CCCC1	-1%	3%	1%	3%	-5%	0%	24%[57.1 µM]	20%	36%
Nc1nc(-c2ccc(Br)s2)c(Br)s1	-28%	?	-2%	-2%	?	-7%	-23%	3%	-29%
N#CCc1nc(CSc2nc3ccccc3o2)cs1	-26%[57.4 µM]	-19%	nt	32%[activator]	10%	-8%	17%	48%[activator]	24%
Cc1ccc(Nc2nc(N)nc(CN3CCN(C)CC3)n2)cc1	4%	-7%[57.1 µM]	0%	1%	11%[56.9 µM]	3%	12%	-5%	27%
COc1ccc(NC(=O)Nc2cc(C)ccc2OC(F)F)c(OC)c1	-5%	-32%	-8%	6%	-10%	-3%	8%	3%	-17%
N#Cc1c2c(c(NCc3cccnc3)n3c1nc1ccccc13)CCC2	-3%	?	-6%	6%	10%	-8%	29%[57.1 µM]	13%	5%
CCCCn1c(SCC(=O)N2CCCC2)nnc1-c1ccccc1	-17%	8%	1%	-1%	14%	i	89µM*	-1%	27%
CC(C)CCOc1ccc(NC(=O)C2OC3OC(C)(C)OC3C3OC(C)(C)OC23)cc1 (stereo not given)	0%	-4%	-1%	-5%	-18%	-10%	-3%	-5%	39%
CCn1c(C(=O)NCCCc2ccccc2)cc2sccc21	2%	-17%	1%	1%	-3%	-17%	3%	12%	29%
CCn1c(=O)n(CC)c2cc(N3CCCCC3)c(NC(=O)Nc3ccccc3C(F)(F)F)cc21	10%	?	3%	22%	-11%	i	12%[57.1 µM]	1%	0%
COc1ccccc1CCC(=O)OCC(=O)Nc1ccc(S(N)(=O)=O)cc1	-2%	-6%	5%	-1%	-3%	-3%	18%[57.1 µM]	1%	26%
Cc1ccc(S(=O)(=O)N(C)C)cc1NC(=O)COC(=O)C1CCCC1	-5%	20µM*	11%	-21%	-1%	i	16%[57.1 µM]	-3%	20%
CCC(C)NC(=O)c1cc(CC(C)C)on1 (stereo not given)	10%[57.4 µM]	3%	-5%	1%	-5%	-4%	7%[57.1 µM]	4%	61%[activator]
O=C(Nc1ccc2c(c1)OCO2)Nc1ccc(Br)cn1	-6%	-7%	-3%	6%	-6%	-6%	14%	0%	39%
CC(C)(C)n1ncc2c(=O)n(CC(=O)N3CCN(c4ccccc4)CC3)cnc21	11%	-22%	-2%	26%	-5%	-2%	-9%	-1%	20%
CC(=O)Nc1ccc(NC(=O)c2cc(-c3ccc(C)c(C)c3O)n[nH]2)cc1	4%	-22%	12%	8%	14%	-4%	-11%	-6%	29%
O=C(NCCS(=O)(=O)N1CCN(c2ccccc2)CC1)C1CC1	11%	-9%	9%	-2%	-4%	-1%	-8%	-2%	25%
